Compound activity (PubChem BioAssay)
Yp Topo-I inh: Yersinia pestis topoisomerase I inhibitors, primary screen, biochemical, cleavage product accumulation, plate reader, single point; DNA topoisomerase I (Yersinia pestis CO92); Y. pestis Topo-I cleavage product accumulation; activity, % at 10 µM; 360,000 tested, 0.064% active; AID 504884, 2011; in the data active = activity above about 50%, passing the limit was not always enough; inconclusive = no clear call, values can overlap the other calls; also: inactives centre near 2
TcdB GH inh: TcdB glycohydrolase inhibitors, primary screen, biochemical, single point, plate reader; Toxin B (Clostridioides difficile), P18177; TcdB glycohydrolase enzymatic assay; inhibition, % at 9.99 µM; 350,000 tested, 0.24% active; in the data active = inhibition above about 10%
Target sequence (P18177 whole entry, looked up): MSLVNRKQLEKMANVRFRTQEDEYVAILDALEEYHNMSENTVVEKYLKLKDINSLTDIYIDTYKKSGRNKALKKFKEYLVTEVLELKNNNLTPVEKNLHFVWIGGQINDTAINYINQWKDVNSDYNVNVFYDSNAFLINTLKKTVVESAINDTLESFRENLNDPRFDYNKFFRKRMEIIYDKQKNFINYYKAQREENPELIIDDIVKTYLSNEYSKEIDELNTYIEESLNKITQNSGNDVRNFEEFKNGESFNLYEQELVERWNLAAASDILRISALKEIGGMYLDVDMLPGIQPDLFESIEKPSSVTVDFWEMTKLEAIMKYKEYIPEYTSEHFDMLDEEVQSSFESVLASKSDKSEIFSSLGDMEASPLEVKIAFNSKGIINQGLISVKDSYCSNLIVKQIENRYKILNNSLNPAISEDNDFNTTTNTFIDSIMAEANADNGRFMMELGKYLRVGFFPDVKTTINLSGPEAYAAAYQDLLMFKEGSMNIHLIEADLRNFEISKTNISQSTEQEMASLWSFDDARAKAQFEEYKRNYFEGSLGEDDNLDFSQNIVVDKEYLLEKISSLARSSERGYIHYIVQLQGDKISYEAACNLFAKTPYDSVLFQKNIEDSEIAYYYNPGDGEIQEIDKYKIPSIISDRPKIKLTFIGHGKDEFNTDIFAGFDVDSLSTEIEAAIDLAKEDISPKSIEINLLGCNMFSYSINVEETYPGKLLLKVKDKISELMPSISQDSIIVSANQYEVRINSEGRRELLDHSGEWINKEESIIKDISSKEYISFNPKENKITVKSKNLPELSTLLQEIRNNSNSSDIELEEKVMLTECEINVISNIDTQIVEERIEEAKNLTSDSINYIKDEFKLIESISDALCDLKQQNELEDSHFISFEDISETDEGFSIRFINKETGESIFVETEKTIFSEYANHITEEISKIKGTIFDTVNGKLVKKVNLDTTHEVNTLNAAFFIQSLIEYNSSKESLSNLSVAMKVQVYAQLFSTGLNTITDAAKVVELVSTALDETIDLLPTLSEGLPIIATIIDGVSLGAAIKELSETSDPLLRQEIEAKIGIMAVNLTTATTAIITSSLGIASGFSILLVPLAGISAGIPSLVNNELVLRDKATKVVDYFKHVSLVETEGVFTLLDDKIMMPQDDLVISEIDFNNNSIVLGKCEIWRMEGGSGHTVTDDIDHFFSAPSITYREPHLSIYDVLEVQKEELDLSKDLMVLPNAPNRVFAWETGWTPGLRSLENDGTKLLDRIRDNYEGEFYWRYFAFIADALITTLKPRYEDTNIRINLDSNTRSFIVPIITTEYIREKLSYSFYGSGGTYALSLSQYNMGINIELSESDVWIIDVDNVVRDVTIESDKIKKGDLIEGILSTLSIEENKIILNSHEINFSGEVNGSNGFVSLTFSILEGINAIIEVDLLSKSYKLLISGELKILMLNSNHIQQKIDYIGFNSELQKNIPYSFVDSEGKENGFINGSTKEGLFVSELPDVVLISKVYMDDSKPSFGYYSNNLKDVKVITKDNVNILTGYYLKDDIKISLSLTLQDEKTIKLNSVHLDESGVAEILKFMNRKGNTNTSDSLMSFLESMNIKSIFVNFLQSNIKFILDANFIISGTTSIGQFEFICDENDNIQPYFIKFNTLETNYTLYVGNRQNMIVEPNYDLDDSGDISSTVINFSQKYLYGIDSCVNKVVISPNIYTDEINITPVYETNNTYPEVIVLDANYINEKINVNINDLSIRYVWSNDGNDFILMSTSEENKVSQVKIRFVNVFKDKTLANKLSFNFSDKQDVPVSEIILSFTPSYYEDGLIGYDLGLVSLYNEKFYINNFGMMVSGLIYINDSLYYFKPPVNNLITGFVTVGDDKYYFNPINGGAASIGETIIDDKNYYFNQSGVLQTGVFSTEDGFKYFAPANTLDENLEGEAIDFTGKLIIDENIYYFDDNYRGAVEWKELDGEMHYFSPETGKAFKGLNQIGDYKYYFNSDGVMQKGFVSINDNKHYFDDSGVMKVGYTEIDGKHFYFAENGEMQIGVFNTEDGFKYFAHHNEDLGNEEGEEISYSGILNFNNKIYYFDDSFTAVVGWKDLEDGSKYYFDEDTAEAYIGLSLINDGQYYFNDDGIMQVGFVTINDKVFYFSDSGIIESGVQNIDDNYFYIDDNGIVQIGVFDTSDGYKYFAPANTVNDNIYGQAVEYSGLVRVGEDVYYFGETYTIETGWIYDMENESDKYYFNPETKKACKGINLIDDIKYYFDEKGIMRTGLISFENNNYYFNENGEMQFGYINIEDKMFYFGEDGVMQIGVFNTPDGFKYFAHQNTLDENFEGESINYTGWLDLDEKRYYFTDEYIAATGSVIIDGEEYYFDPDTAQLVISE
PrPC TRFRET: inhibitors of human cell surface prion protein PrPC, primary screen, cell-based, TR-FRET. Major prion protein (Homo sapiens), P04156. TR-FRET read-out. inhibition, % at 13.8 µM. 370,000 tested, 0.43% active. AID 720596, 2013; in the data active = inhibition above about 24%; also: 0% = median of the test wells and 100% = reference compound wells
BoNT A protease: BoNT/A light chain protease inhibitors, primary screen, biochemical, flow cytometry, MLPCN library; AID 588499, 2011; 360,000 tested, 0.17% active; Botulinum neurotoxin type A light chain protease (Clostridium botulinum A str. ATCC 3502); inhibition, % at 10 µM; multiplex microsphere protease substrate cleavage; also: plate controls were buffer without enzyme for full effect and enzyme alone for no effect
BoNT F protease: BoNT/F light chain protease inhibitors, primary screen, biochemical, flow cytometry, MLPCN library; Botulinum neurotoxin type F light chain protease (Clostridium botulinum); inhibition, % at 10 µM; 360,000 tested, 0.22% active; AID 588497, 2011; Multiplex microsphere protease cleavage assay; in the data active = inhibition above about 35%, passing the limit was not always enough; inconclusive = no clear call, values can overlap the other calls; also: plate controls were buffer without enzyme for full effect and enzyme alone for no effect
PfHsp40 rescue: rescue of yeast from PfHsp40 toxicity, primary screen, S. cerevisiae, ATP luminescence. S. cerevisiae expressing PfHsp40, growth rescue. AID 504582, 2011. 340,000 tested, 0.68% active. growth rescue, % at 12.5 µM; in the data active = growth rescue above about 28%, passing the limit was not always enough; inconclusive = no clear call, values can overlap the other calls;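 also: yeast W303a lacking pdr1 and pdr3 grown in galactose medium; growth measured after three days at 30 °C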
FadD28 binding: inhibitors of FadD28 bisubstrate probe binding, primary screen, biochemical, fluorescence polarization, single point | inhibition, % at 12.5 µM | 360,000 tested, 0.22% active | Mycobacterium tuberculosis FadD28 fatty-acid-AMP ligase; in the data active = inhibition above about 8.5%, passing the limit was not always enough; inconclusive = no clear call, values can overlap the other calls
Anthrax LF prot: Bacillus anthracis LF protease inhibitors, primary screen, biochemical, multiplex microsphere, MLPCN library; Lethal factor (Bacillus anthracis), P15917; multiplex microsphere protease cleavage assay; inhibition, % at 10 µM; 360,000 tested, 0.12% active; also: plate controls were buffer without enzyme for full effect and enzyme alone for no effect
CCHF vOTU inh: CCHFV vOTU protease inhibitors, primary screen, biochemical, Pep-AMC substrate, fluorescence; Crimean-Congo hemorrhagic fever virus L polyprotein viral ovarian tumor (vOTU) protease …; inhibition, % at 11.5 µM; 370,000 tested, 0.55% active; AID 651958, 2012; in the data active = inhibition above about 30%; also: 0% = vehicle wells with enzyme and 100% = no enzyme wells
* marks the source's active call; other numbers are inactive results; ? = inconclusive; · = no result given; & = joins results of further samples. Rule as the data show it, unless noted: active = inhibition above about 30%; inconclusive = no clear call, values can overlap the other calls; inactive = below that.

Sample of the layout, two compounds:
Structure	Yp Topo-I inh	TcdB GH inh	PrPC TRFRET	BoNT A protease	BoNT F protease	PfHsp40 rescue	FadD28 binding	Anthrax LF prot	CCHF vOTU inh
Cc1ccc(-c2cc(C(=O)Nc3nn[nH]n3)c3ccccc3n2)cc1	5	·	-6	0.1	-8	-1.6	-0.5	-3	-4
CCOc1ccccc1N(CC(=O)Nc1ccccc1)S(=O)(=O)c1ccccc1	21	0.6	-2	0.8	-19	3.7	-5.1	-1	2

The listing (from the top)
Structure	Yp Topo-I inh	TcdB GH inh	PrPC TRFRET	BoNT A protease	BoNT F protease	PfHsp40 rescue	FadD28 binding	Anthrax LF prot	CCHF vOTU inh
Cc1ccc(-c2cc(C(=O)Nc3nn[nH]n3)c3ccccc3n2)cc1	5	·	-6	0.1	-8	-1.6	-0.5	-3	-4
CCOc1ccccc1N(CC(=O)Nc1ccccc1)S(=O)(=O)c1ccccc1	21	0.6	-2	0.8	-19	3.7	-5.1	-1	2
C/C(=N\NC(=O)c1ccc(NS(=O)(=O)c2cccs2)cc1)c1cccs1	-1	0.4	-6	-0.6	-2	-1.4	-0.1	-4	18
CCOC(=O)c1ccc(N2C(=O)c3n[nH]c(C)c3C2c2ccccc2)cc1 (stereo not given)	5	·	1	0.0	-7	-0.2	-1.5	-7	7
Fc1ccc(-c2nc3ccc(Br)cn3c2Cc2ccccc2)cc1	-3	13*	16	0.9	-6	·	-2.2	-3	1
Cc1cc2sc(NC(=O)c3ccco3)nc2cc1Cl	-4	0.8	-1	-0.1	-3	-2.7	0.9	-4	-1
CS(=O)(=O)c1cc(N2CCOCC2)ccc1CNC[C@H]1O[C@@H](n2cnc3c(=O)[nH]c(N)nc32)[C@H](O)[C@@H]1O	·	-0.8	-5	-3.5	-20	·	-1.9	-10	-5
CCCCc1cc(=O)oc2c(CN(CC)CC)c(O)c(Cl)cc12	-3	·	-3	-0.3	-7	-1.7	-2.3	-5	-210
CCOc1ccc(CCNC(=O)COC(=O)c2ccc(C)c([N+](=O)[O-])c2)cc1OCC	11	0.7	-3	0.7	-7	6.1	-1.9	0	14
CC(C)C1C(=O)N(Cc2cn(Cc3ccco3)nn2)CCS(=O)(=O)N1Cc1ccc(-c2ccc(F)nc2)cc1 (stereo not given)	20	2.2	-3	-0.3	-4	·	-0.6	-6	-6
CCNC(=S)Nc1ccc2c(c1)c(=O)n(C)n2-c1cc(C)cc(C)c1	7	0.3	-5	0.3	-4	·	-0.4	1	-7
COc1cc(OC)c(OC)cc1/C=N/NC(=O)c1ccc(=O)n(C)c1	-1	·	-9	-0.9	-3	1.9	0.4	-2	29
Cc1ccc2cccc(Oc3nnnn3-c3ccccc3)c2n1	-5	·	7	1.1	-16	0.5	-0.4	-14	1
CCOC(=O)C1CN(S(=O)(=O)c2ccccc2)C1	3	·	0	-0.4	-12	-0.9	0.0	0	-5
O=C(NCC1COc2ccccc2O1)c1cccc(S(=O)(=O)N2CCOCC2)c1 (stereo not given)	11	3.1	11	0.2	1	1.1	0.5	-2	-2
CCc1nnc(NS(=O)(=O)c2ccc(N/C=C\C(=O)c3cccc4ccccc34)cc2)s1	20	·	-4	2.8	0	-1.1	-6.3	0	14
CC(C)c1ccc(-c2c(C#N)c(N)nc3c2CCCCC3)cc1	16	·	2	0.2	2	-0.8	-2.8	3	-9
Cc1cc(C(F)(F)F)nn2cnnc12	-1	4.0	5	-0.1	1	1.2	-1.4	8	11
CCC(C(=O)N1CCC(N2CCCCC2)CC1)n1nc(C)c2sc3ccccc3c2c1=O (stereo not given)	6	0.6	-4	3.6	2	3.5	-0.6	4	1
CCOc1ccc(Br)cc1S(=O)(=O)Nc1cccc(S(=O)(=O)N(CC)CC)c1	-2	·	2	-0.4	-13	-2.1	-2.8	-4	5
O=C(NC1CCCC1)C(c1ccsc1)N(CCc1ccccc1)C(=O)Cc1cccs1 (stereo not given)	11	0.8	11	-0.3	-1	-0.5	-1.4	-2	-2
COc1ccc(N(C)C(=O)C2CCN(S(=O)(=O)c3cccc4nsnc34)CC2)cc1	2	0.7	-8	0.4	3	-1.0	-4.3	2	5
COC(=O)c1cccc(NC(=O)CCNC(=O)c2ccc([N+](=O)[O-])cc2)c1	-4	·	-9	1.6	11	-0.3	-1.4	-4	-8
O=C(c1cc(F)cc2c1OCOC2)N1CCN(c2ccc(F)cc2)CC1	-3	-0.2	4	?	?	-1.7	-1.0	7	3
O=C1c2ccccc2S(=O)N1c1cccc(F)c1 (stereo not given)	3	-0.4	-6	-0.5	2	·	-3.6	-2	-1
COc1ccc(S(=O)(=O)N(CCc2ccccc2)CC(=O)O)cc1OC	-3	·	-2	1.1	2	-0.8	-1.7	5	-8
Cc1cccn2c(=O)c(/C=N/O)c(N3CCCC3)nc12	5	·	-10	?	-3	?	-2.1	-1	-7
COc1ccc2c(c1)CC/C(=C/c1ccco1)C2=O	15	0.1	9	-0.4	-6	3.8	-1.6	0	-3
COC(=O)c1c(NC(NC(C)=O)C(Cl)(Cl)Cl)sc2c1CCCC2 (stereo not given)	4	·	-4	-1.7	-5	1.9	0.6	-3	-6
O=C(NCCS(=O)(=O)N1CCN(c2ccccc2F)CC1)C1CC(=O)N(c2ccc(F)cc2)C1 (stereo not given)	-11	-1.1	1	-0.2	-3	-1.1	-2.5	-1	-15
Cc1nc2cc(Nc3ccncc3)ccc2s1	-1	0.0	-4	-0.6	-2	0.1	-1.3	-1	18
COc1ccc(OC)c(Nc2ncnc3sccc23)c1	2	1.0	-3	?	?	-1.4	-1.2	?	-3
CCCN1C2=NCCN2c2ccccc21	-3	·	-7	0.5	?	0.1	-2.5	3	7
CCOC(=O)c1sc(NCc2ccco2)c(-c2nc3ccccc3s2)c1N	-2	·	1	-0.9	6	-0.1	-2.4	-2	-2
Cn1ccs/c1=N\S(=O)(=O)c1ccc(Br)cc1	0	·	0	0.2	6	-1.7	-1.6	-1	-6
O=S(=O)(c1ccccc1)N(CC(O)CN1CCCC1)c1ccccc1 (stereo not given)	-13	1.8	0	0.2	6	-2.0	-0.1	-3	5
COc1ccc(/C=N/OCC(=O)OCC(=O)N(C)c2ccccc2)cc1	23	-0.8	-6	3.6	-1	0.5	0.8	2	-9
CCc1nnc(NC(=O)CSc2nnc(Cc3ccc(OC)cc3)o2)s1	4	·	0	-0.2	-2	0.2	0.0	1	-1
CC(C)C12CN3CCN(CC(C3)/C1=N\NC(=O)Nc1ccccc1)C2	3	·	-2	-1.4	-17	-0.4	-0.3	0	-7
O=C(Cn1cc(Cl)c([N+](=O)[O-])n1)NCCC1=CCCCC1	10	1.1	-4	2.0	5	-0.8	-0.5	-2	-18
Cc1cc(Cl)c(S(=O)(=O)N2CCCC2)cc1OCC(=O)NC1CCCCC1	13	·	26*	?	0	0.6	-2.7	0	17
CCN(CC)CC#Cc1ccc(C)cc1	-2	0.8	0	-0.8	?	-0.7	-0.6	-7	-12
O=c1oc2ccccc2c(Nc2ccc(O)cc2)c1[N+](=O)[O-]	-8	·	-12	-0.2	-5	-0.5	-3.2	-3	4
Cc1ccc(CS(=O)Cc2ccc(C(=O)NCc3ccc4c(c3)OCO4)o2)cc1 (stereo not given)	14	-0.6	-2	-1.0	0	1.1	-3.0	0	9
Cn1cc(CN(CCO)Cc2cccs2)c(-c2ccccc2F)n1	3	-0.1	3	-0.2	-5	-0.6	-0.3	3	12
N=c1ccn2c(n1)O[C@H]1[C@H](O)[C@@H](CO)O[C@H]12	-5	1.3&-4.5	8	-0.7	-3	-1.6	-0.3	-9	1
Cc1cc(=O)n2nc(-c3ccccc3)sc2c1C#N	6	·	-2	-0.3	-12	1.3	1.2	1	-6
Nc1nonc1-n1nnc(C(=O)N/N=C/c2c(F)cccc2Cl)c1-c1ccc2c(c1)OCO2	-10	-0.4	-4	0.3	9	-0.9	0.8	1	14
O=C(Cc1c(F)cccc1Cl)N1CCCC1	-6	0.0	3	2.0	4	-0.4	-1.6	-3	5
COc1ccc(NC(=O)CN(C)CC(=O)Nc2ccc3c(c2)CCC3)cc1	6	1.6	-1	0.6	1	1.5	-1.0	-4	-5
CC(C(=O)NCc1ccccc1)N1C(=O)CN(C)C(=O)c2ccccc21 (stereo not given)	4	·	-5	-0.5	3	0.3	-0.8	3	12
O=C(COC(=O)COc1cccc(C(F)(F)F)c1)NC1CCCC1	-2	1.2	3	1.4	11	-0.9	-1.7	0	9

Three structures from above, ordered by molecular weight, falling:
Structure	Yp Topo-I inh	TcdB GH inh	PrPC TRFRET	BoNT A protease	BoNT F protease	PfHsp40 rescue	FadD28 binding	Anthrax LF prot	CCHF vOTU inh
Nc1nonc1-n1nnc(C(=O)N/N=C/c2c(F)cccc2Cl)c1-c1ccc2c(c1)OCO2	-10	-0.4	-4	0.3	9	-0.9	0.8	1	14
Cc1cc(=O)n2nc(-c3ccccc3)sc2c1C#N	6	·	-2	-0.3	-12	1.3	1.2	1	-6
O=C(Cc1c(F)cccc1Cl)N1CCCC1	-6	0.0	3	2.0	4	-0.4	-1.6	-3	5

Profiles, quoted from the list. Order of screens: Yp Topo-I inh, TcdB GH inh, PrPC TRFRET, BoNT A protease, BoNT F protease, PfHsp40 rescue, FadD28 binding, Anthrax LF prot, CCHF vOTU inh
Results for `CC(C(=O)NCc1ccccc1)N1C(=O)CN(C)C(=O)c2ccccc21` (stereo not given) → 4, ·, -5, -0.5, 3, 0.3, -0.8, 3, 12
Results for `O=C(COC(=O)COc1cccc(C(F)(F)F)c1)NC1CCCC1` → -2, 1.2, 3, 1.4, 11, -0.9, -1.7, 0, 9
Results for `O=C(Cc1c(F)cccc1Cl)N1CCCC1` → -6, 0.0, 3, 2.0, 4, -0.4, -1.6, -3, 5

Not a hit list; any-hit rate near 2.3%.
